Compound activity from PubChem.
GAA glycogen – qHTS Assay for Inhibitors and Activators of Human alpha-Glucosidase Cleavage of Glycogen; Lysosomal alpha-glucosidase (Homo sapiens), P10253; recombinant GAA, glycogen substrate, Amplex Red glucose oxidase fluorescence; Potency, µM (doses to about 76.4 µM), without a hit: at the top dose activity change, negative = inhibition, usual class: inhibitors; actives 0.38% (n = 300,000); active means well fitted inhibition curve with a large enough effect; inconclusive means small, poorly fitted or top-dose-only effect, or another doubt; inactive means no such curve, though single readings can be large or run the other way;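 further: 0% = full enzyme reaction and -100% = no-enzyme basal signal; the screen sought inhibitors and activators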
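Recombinant human enzyme (4 nM); glycogen substrate; 37 C, 40 min, pH 5.0. Readout: coupled glucose oxidase/Amplex Red fluorescence.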
Active calls of the source: *; ? = inconclusive; & = joins results of further samples; [ ] = remark or other dose. Potency means the concentration at half of the fitted maximal effect.

A first look (5 entries):
Structure,GAA glycogen
Cc1coc2c1c(C)cc1oc(=O)c(CC(=O)N[C@H](C(=O)O)C(C)C)c(C)c12,-1.5%
COc1cc(C(=O)Nc2cccc(NC(=O)c3cccs3)c2)cc(OC)c1OC,-12.0%[76.3 µM]
COc1ccccc1P(=O)(c1ccccc1)c1ccccc1,8.9%[76.3 µM]
Cc1cc[n+](CCc2ccccc2)cc1C,-2.0%
O=c1cnc2ccccc2n1Cc1ccccc1C(F)(F)F,14.3%[76.3 µM]

Main list, repeating the preview:
Structure,GAA glycogen
Cc1coc2c1c(C)cc1oc(=O)c(CC(=O)N[C@H](C(=O)O)C(C)C)c(C)c12,-1.5%
COc1cc(C(=O)Nc2cccc(NC(=O)c3cccs3)c2)cc(OC)c1OC,-12.0%[76.3 µM]
COc1ccccc1P(=O)(c1ccccc1)c1ccccc1,8.9%[76.3 µM]
Cc1cc[n+](CCc2ccccc2)cc1C,-2.0%
O=c1cnc2ccccc2n1Cc1ccccc1C(F)(F)F,14.3%[76.3 µM]
CNc1c(NS(=O)(=O)c2ccc(CC(C)C)cc2)c(=O)oc2ccccc12,-2.1%
Cn1ccsc1=NC(=O)c1ccc(Cl)c([N+](=O)[O-])c1,3.7%
COc1cc(CNCCCN2CCOCC2)cc(Cl)c1OCC(=O)NC(C)(C)C,-10.6%
CC(C)Oc1ccc(C(=O)NCCCNC(=O)c2cccnc2)cc1,-7.8%[76.3 µM]
CCN(CC)CCNC(=O)Cn1ncc2c3ccccc3n(Cc3ccccc3C)c2c1=O,-2.9%[76.3 µM]
COc1ccccc1N1CCN(C2CCCN(Cc3ccccc3OCCO)C2)CC1 (stereo not given),-0.1%[76.3 µM]
Cc1ccc(C)n1-c1nnc(N2CCCC(C(=O)Nc3ccc(C(C)C)cc3)C2)s1 (stereo not given),-13.9%[76.3 µM]
COc1ccc(-c2[nH]ncc2C(=O)NCc2ccc(F)cc2)cc1,13.8%[76.3 µM]
Cn1c(=O)c2sccc2n2c(CCC(=O)NCc3ccccc3Cl)nnc12,4.8%[76.3 µM]
COc1ccc(C(=O)c2cn(Cc3ccccc3F)c3cc4c(cc3c2=O)OCO4)cc1,-7.4%[76.3 µM]
O=C1C2C3CCC(O3)C2C(=O)N1c1cccc(O)c1 (stereo not given),-0.9%[76.3 µM]
O=C(Nn1cnnc1)c1ccc(OC(F)(F)C(F)C(F)(F)F)cc1 (stereo not given),3.0%
Cc1c(Cl)cccc1NC(=O)CN1C(=O)CSc2ccc(S(=O)(=O)N3CCCC3)cc21,4.5%[76.3 µM]
O=C(CNS(=O)(=O)c1c(Cl)cccc1Cl)N1CCCCCC1,-2.5%[76.3 µM]
COc1ccccc1CNC(=O)Cn1c(=O)oc2ccccc21,0.3%[76.3 µM]
Cc1csc(NC(=O)CSc2nc(C(C)C)nc3ccccc23)n1,5.6%
COc1cccc(NC(=O)CCC2CCN(Cc3nccs3)CC2)c1,2.3%[76.3 µM]
O=C(O)c1ccc(Cl)c(S(=O)(=O)N(Cc2ccccc2)c2ccc(F)cc2)c1,-1.2%
O=C(Cn1nnc2ccccc2c1=O)NC1CCCCC1,2.6%
O=C(NCc1ccc(F)cc1)C1CCN(C(=O)c2cnn(-c3ccccc3)c2-n2cccc2)CC1,6.7%[76.3 µM]
Cc1cccc(NC(=O)/C(C#N)=C/c2ccco2)c1,12.5%[76.3 µM]
Cc1nc2c(-c3ccccc3)c(C)nn2c(C)c1CCC(=O)NCc1cccc(Cl)c1,-1.6%[76.3 µM]
O=C(c1ccc2c(c1)OCCO2)N1CCN(c2ccccn2)CC1,-0.4%[76.3 µM]
COc1ccc(N2CCN(C(=O)c3ccc(CS(=O)(=O)c4ccc(Br)cc4)o3)CC2)cc1,-15.1%&12.1%[76.3 µM]
COc1ccccc1C(=O)N=C1SC2CS(=O)(=O)CC2N1c1ccccc1 (stereo not given),3.4%
OCc1ccccc1N=Cc1cccnc1,-2.0%
CC(=O)n1cc(/C=N/NC(=O)c2ccc(Cl)cc2)c2ccccc21,2.2%
NC(=O)C1CCN(CCC(=O)Nc2ccc(F)c(F)c2)CC1,-10.7%[76.3 µM]
CCOC(=O)c1[nH]c2ccccc2c1NC(=O)c1ccc(C)c(C)c1,19.0%[76.3 µM]
CCCC[n+]1ccn(-c2nc3c([N+](=O)[O-])cccc3n2C)c1,-0.7%[76.3 µM]
COc1ccc(C(=O)Nc2nc3n(n2)C(c2ccc(Cl)cc2)C=C(c2ccccc2)N3)cc1OC (stereo not given),10.3%[76.3 µM]
CC(=O)Nc1ccc(S(=O)(=O)Nc2ccc(S(=O)(=O)Nc3nc(C)cc(C)n3)cc2)cc1,-2.6%[76.3 µM]
O=C(CSCc1cnn(-c2ccccc2)c1-n1cccc1)NCc1cccc(Cl)c1,-5.6%[76.3 µM]
COc1cccc(N2CC(C(=O)NNC(=O)c3ccc(Cl)cc3)CC2=O)c1 (stereo not given),0.0%[76.3 µM]
C/C(=N/NC(=O)c1cc(-c2ccccc2)nc2c(Cl)cccc12)c1cccnc1,-6.0%[76.3 µM]
COc1cc(CC(=O)OCc2ccccc2F)cc(OC)c1OC,-2.8%
Cc1c2cnn(-c3ccccc3)c(=O)c2c(C)n1CC(=O)NCCc1ccc(Cl)cc1,12.2%[76.3 µM]
CCN(C(=O)CN1C(=O)/C(=C/c2ccccc2)SC1=S)C1CCS(=O)(=O)C1 (stereo not given),-8.8%[76.3 µM]
COc1ccc(OC)c(C2C(C(=O)N3CCCCC3)=C(C)Nc3nc4ccccc4n32)c1 (stereo not given),12.0%[76.3 µM]
CCOc1cccc(C(=O)Nc2cc(-c3ccc(C)cc3)no2)c1,15.1%[76.3 µM]
O=C(c1ccco1)N1CCN(c2ccc([N+](=O)[O-])cc2F)CC1,-7.6%[76.3 µM]
CCc1ccccc1N(C)C(=O)c1nn(C)c2c1CSc1ccccc1-2,13.7%[76.3 µM]
Cc1cc(C)cc(NC(=O)c2cc(S(=O)(=O)N3CCCCC3)c[nH]2)c1,0.2%[76.3 µM]
COc1cccc(OC)c1OCCOCCN1CCN(C)CC1,-4.1%
CCOC(=O)C1CCN(Cc2c(C(=O)N3CCOCC3)nc3c(C)cccn23)CC1,6.9%[76.3 µM]

The list goes on:
Structure,GAA glycogen
COc1ccc(CN2CCNC(=O)C2CC(=O)NCCc2nc(C)c(C)s2)cc1C (stereo not given),-6.3%[76.3 µM]
O=C(COc1ccc(Br)cc1Cl)Nc1ncn[nH]1,18.4%[76.3 µM]
CCc1ccc(Nc2nc(C)cc(C)c2C(N)=O)cc1,-9.1%[76.3 µM]
Cc1nc(Nc2cnc(/C=C/c3cc(C(=O)Nc4cccc(C(F)(F)F)c4)ccc3C)cn2)cc(N2CCNCC2)n1,-5.9%[76.3 µM]
Cc1ccc2oc(=O)c(S(=O)(=O)c3ccc(C(C)(C)C)cc3)cc2c1,12.3%[76.3 µM]
CCc1nn(CCCC(=O)N2CCN(c3cc(Cl)ccc3C)CC2)c(=O)c2cc3occc3n12,6.1%[76.3 µM]
COc1ccc(NC(=O)CN2CCN(CC#N)CC2)cc1,-0.7%[76.3 µM]
O=C(Nc1ccnn1C1CCN(Cc2ccc(O)c(Cl)c2)CC1)C1CCCC1,-8.2%[76.3 µM]
N#Cc1ccc(C(=O)OCC(=O)N2CCCC2)cc1,0.4%
CC(C)Oc1ccc(C2CC(=O)N(c3cccc(/C=C/C(=O)O)c3)C2=O)cc1 (stereo not given),1.2%
Cc1nn(CCCC(=O)NCc2ccccc2)c(=O)c2c1sc1ccccc12,-3.5%[76.3 µM]
CCOC(=O)CSc1nc2c(c(=O)[nH]c(=O)n2C)n1Cc1ccccc1,-2.9%[76.3 µM]
COCCNC(=O)C(c1ccc(OC)cc1)N(Cc1ccco1)C(=O)CCC(=O)Nc1ccccn1 (stereo not given),2.2%
COc1cc(C2c3c(-c4cc(C)ccc4O)n[nH]c3C(=O)N2Cc2cccnc2)cc(OC)c1OC (stereo not given),12.8%[76.3 µM]
COc1cc(CN2CCN(Cc3ccco3)CC2)cc(OC)c1,-15.9%
Cc1cc(C)c2c(CN3CCC(C)CC3)cc(=O)oc2c1,3.1%
CCN1C(=O)c2ccccc2S(=O)c2ccc(C(=O)NCc3ccccc3OC)cc21 (stereo not given),-7.7%[76.3 µM]
COc1ccc(C2CC(=O)c3cnc4c(-c5ccccc5)c(C)nn4c3C2)c(OC)c1 (stereo not given),15.1%[76.3 µM]
COc1ccccc1NC(=O)CSc1nc(-c2cccc(Cl)c2)nc2c1Cc1c(CO)cnc(C)c1O2,-14.4%[76.3 µM]
Cn1c(CC(=O)Nc2ccccc2F)nnc1SCC(=O)Nc1ccccc1Br,5.5%
CC(=O)N1CCOc2ccc(S(=O)(=O)Nc3cccc(C)n3)cc21,-1.2%[76.3 µM]
COc1ccccc1N1CCN(C(=O)c2ccc(-c3ccccc3)cc2)CC1,0.6%
COc1ccc(S(=O)(=O)N2CCN(C)CC2)cc1C(=O)Nc1ccccc1,-0.3%[76.3 µM]
CC1CCc2noc(NC(=O)c3ccc([N+](=O)[O-])cc3)c2C1 (stereo not given),-3.5%[76.3 µM]
NC(=O)CC(NC(=O)c1ccccc1)c1ccc(N2CCCCCCC2)c([N+](=O)[O-])c1 (stereo not given),-16.6%[76.3 µM]
CCCCN(C)CCCNC(=O)CN1C(=O)COc2ccc(S(=O)(=O)N3CCC(C)CC3)cc21,7.4%[76.3 µM]
COc1ccc(-c2cc(NC(=O)c3cncn3-c3ccccc3)ccc2OC)cc1,-19.0%[76.3 µM]
Cc1ccccc1NC(=O)Nc1csc2c1CCCC2,8.7%[76.3 µM]
COCCNC(=S)Nc1cc2oc3ccccc3c2cc1OC,0.9%[76.3 µM]
COCCn1c(N)c(Sc2ccc(C)cc2)c(=O)[nH]c1=O,-6.2%
COC(=O)c1c(NC(=O)C(C)C)sc(C(=O)N2CCOCC2)c1C,-1.8%
COc1ccc(/C=C(\NC(=O)c2ccco2)C(=O)N2CCOCC2)cc1,-0.9%[76.3 µM]
CN(C)c1ccc(C2C=C(c3ccccc3)Nc3nnnn32)cc1 (stereo not given),-7.5%[76.3 µM]
O=C(CC1C(=O)NCCN1Cc1cccc(F)c1)NCCCN1CCCC1=O (stereo not given),0.1%[76.3 µM]
COc1cccc(CNC(=O)CSc2nnc3c(n2)[nH]c2ccc(C)cc23)c1,11.9%
Cc1ccc(/C=N\NC(=O)c2ccc3c(c2)OCO3)o1,1.5%[76.3 µM]
COc1ccccc1C(=O)Nc1cccc(NC(=O)c2ccccc2OC)n1,-8.6%[76.3 µM]
CC(=O)Nc1ccccc1-c1nc2ccccc2n(CC(=O)c2ccc(C)c(C)c2)c1=O,-4.7%[76.3 µM]
CCc1ccccc1NC(=O)C1=CC(c2ccc(OC)c(OC)c2)=NS(=O)(=O)N1C,-3.0%&15.3%[76.3 µM]
CCc1ccccc1NC(=O)NCc1cccnc1,3.9%[76.3 µM]
C=CCN(C(=O)CCC(=O)Nc1cc(C)on1)C(C(=O)NC1CCCC1)c1ccc(OC)c(OC)c1 (stereo not given),-14.6%
COC(=O)CCCCCn1c(-c2ccccc2)cn2c3c(=O)n(C)c(=O)n(C)c3nc12,-14.7%[76.3 µM]
O=C(COc1ccc(S(=O)(=O)N2CCOCC2)cc1Cl)NCCCn1ccnc1,2.0%
Cc1ccc(Cl)cc1NC(=O)N1CCN(C)c2ncccc21,?
COc1ccccc1NC(=O)CN(c1ccc(C(C)C)cc1)S(=O)(=O)c1c(C)noc1C,-13.2%[76.3 µM]
Cc1sc2nc(SCC(=O)NCCCO)n(-c3ccccc3)c(=O)c2c1C,-5.9%[76.3 µM]
COc1ccc(NC(=O)CNC(=O)c2nn(-c3ccc(OC)cc3OC)c(=O)c3ccccc23)c(OC)c1,9.8%
CCOc1nc(NC(=O)NS(=O)(=O)Oc2ccccc2)nc(-c2ccccc2)n1,-9.5%[76.3 µM]
CCn1c(C(=O)NCc2cccc(Br)c2)cc2oc3ccccc3c21,-10.2%[76.3 µM]
C[C@]12C=CC(=O)C=C1CC[C@@H]1[C@@H]2[C@@H](O)C[C@@]2(C)[C@H]1CC[C@]2(O)C(=O)COC(=O)CCC(=O)NCCc1ccc(O)cc1,-0.3%

(more compounds)
Structure,GAA glycogen
Cc1ccc(C)c(CSc2cn(CC(=O)N3CCCCCC3)c3ccccc23)c1,9.4%[76.3 µM]
CC(C)Oc1ccc(CNC(=O)Cn2ncn3nc(-c4cccs4)cc3c2=O)cc1,-8.3%[76.3 µM]
CC(=O)Nc1c2c(nn1-c1cccc(Cl)c1)CS(=O)(=O)C2,-2.0%[76.3 µM]
Cc1ccc(C(=O)/C=C/c2ccc3ncccc3c2)cc1,-7.0%[76.3 µM]
CCOc1cc(CNc2ccc(O)cc2)cc(Cl)c1OCc1ccccc1,?
COc1ccc(/C=C(\NC(=O)c2ccccc2)C(=O)N2CCN(C)CC2)cc1,-3.4%
CC(C)(C)n1nc2c(c1NC(=O)c1ccc([N+](=O)[O-])cc1)CS(=O)(=O)C2,-2.3%[76.3 µM]
O=C(CSc1ncc(S(=O)(=O)c2ccc(Cl)cc2)c(=O)[nH]1)Nc1cccc(C(F)(F)F)c1,8.4%[76.3 µM]
O=C(Nc1ccc(F)c(Cl)c1)c1ccc2c(c1)OCO2,0.1%[76.3 µM]

An excerpt. The share of hits here may be higher or lower than overall.
